Source: PubChem BioAssay (National Center for Advancing Translational Sciences (NCATS))
Shiga toxin inh: A qHTS for Small Molecule Inhibitors of Shiga Toxin. Vero cells, Shiga toxin protein synthesis inhibition reporter. inhibition, % at 38.7 µM. actives 9.2% (n = 290,000); in the data active = inhibition mostly above about 28%, no sharp cut-off; inactive = mostly below about 43%; note: 0% is about no effect
CHX counter: Cycloheximide Counterscreen for Small Molecule Inhibitors of Shiga Toxin. cell reporter, cycloheximide protein synthesis inhibition counterscreen. max response, %. actives 12% (n = 300,000); in the data active = max response mostly above about 13%, no sharp cut-off; inactive = mostly below about 14%; note: read at 38.3 µM for the half of the compounds with a filed dose; 0% is about no effect
HCV inh: qHTS Assay for Inhibitors of Hepatitis C Virus (HCV); actives 3.4% (n = 340,000); Potency, µM (titrated, usually from 41.8 µM), without a hit: at the highest dose activity change, negative = inhibition, hits mostly inhibitors; Huh7.5.1 HCVcc-Cre infection, luciferase reporter, 44 h; AID 651820, 2012; note: potency is the fitted concentration of half-maximal effect; % is set by controls: 0 for no effect and ±100 for the full control effect
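Compounds are dispensed onto cells plated 4 h earlier at 1,000 per well, with HCVcc-Cre virus (about 0.5 moi) added next. Following 44 h of culture, luminescent signal is measured for 15 sec after 15 min with substrate at room temperature.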
Pf growth 96h: Primary qHTS for delayed death inhibitors of the malarial parasite plastid, 96 hour incubation; P. falciparum luciferase reporter growth, 96 h; Potency, µM (top dose mostly 28.7 µM), inactives show at the highest dose activity change, negative = inhibition, usual class: inhibitors; actives 6.9% (n = 320,000); note: potency is the fitted concentration of half-maximal effect; % is set by controls: 0 for no effect and ±100 for the full control effect
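Plates of compound plus infected erythrocytes (2% hematocrit, 0.05% parasitemia final) incubate 96 hours, 37 C, 5% CO2. Detection reagent added; reduced luminescence from the parasites' luciferase reporter flags inhibition.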
Pf growth 48h: Primary qHTS for delayed death inhibitors of the malarial parasite plastid, 48 hour incubation; actives 5.9% (n = 310,000); P. falciparum luciferase growth in erythrocytes, 48 h; Potency, µM (series often up to 28.7 µM), for inactives: top-dose activity change, negative = inhibition, usual class: inhibitors; note: potency is the fitted concentration of half-maximal effect; % is set by controls: 0 for no effect and ±100 for the full control effect
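Growth was read as firefly luciferase luminescence after a 48 h, 37 C, 5% CO2 exposure of compounds to reporter-bearing P. falciparum cultures (0.1% parasitemia, 2% hematocrit final) in Albumax-supplemented RPMI 1640.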
FBPA Giardia inh: qHTS Assay for Inhibitors of Fructose-1,6-bisphosphate Aldolase from Giardia Lamblia. AID 2451, 2010. purified Giardia FBPA. A8B2U2. Potency, µM (top dose mostly 59.6 µM), for the others: at the top dose activity, negative = inhibition, hits mostly inhibitors. actives 0.71% (n = 290,000); note: potency is the fitted concentration of half-maximal effect; % is set by controls: 0 for no effect and ±100 for the full control effect; nearly all actives have a fitted effect of over 55% in size
Target sequence (A8B2U2 whole entry, looked up): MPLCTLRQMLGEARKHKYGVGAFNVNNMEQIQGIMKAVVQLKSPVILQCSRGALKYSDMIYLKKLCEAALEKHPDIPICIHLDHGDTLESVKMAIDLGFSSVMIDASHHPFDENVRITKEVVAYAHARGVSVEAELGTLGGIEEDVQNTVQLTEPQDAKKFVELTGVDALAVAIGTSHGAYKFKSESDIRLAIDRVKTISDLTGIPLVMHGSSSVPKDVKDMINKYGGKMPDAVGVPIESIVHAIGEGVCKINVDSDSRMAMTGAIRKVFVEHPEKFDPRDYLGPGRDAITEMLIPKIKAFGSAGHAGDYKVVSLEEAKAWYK
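40 nM FBPA preincubated 10 min at RT with compound (up to 57.5 uM final), then substrate plus GAPDH/TPI/NAD/arsenate coupling and diaphorase/resazurin added. Fluorescence read after 20 min at RT, 525/598 nm.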
* hit, by the source's call; ? = inconclusive; · = not tested or not shown; & = joins results of further samples; [ ] = remark or other dose. Unless noted, calls come from the whole dose curve; as a rule, active = well fitted curve in the direction sought with a large enough effect; inconclusive = small, poorly fitted or top-dose-only effect, or another doubt; inactive = no such curve, though single readings can be large; an effect the other way counts as inactive or inconclusive.

Compound	Shiga toxin inh	CHX counter	HCV inh	Pf growth 96h	Pf growth 48h	FBPA Giardia inh
COc1ccc(CNC(=O)CN2C(=O)C3CCCN3c3ncc(Cl)cc32)cc1 (stereo unspecified)	-6	-2	?	·	?	-3%
O=C(NCc1cccs1)C1CC(c2ccc(F)cc2)=NO1 (stereo unspecified)	49*	28*	13%	?	42%[activator]	6%
CCN(CC(=O)Nc1c(F)cccc1F)C(=O)c1ccc(C#N)cc1	13	-3	13%	4%	27%	14%
COc1ccccc1OCCCOc1ccc([N+](=O)[O-])cc1Cl	126*	50*	22µM*	87%[activator]	55%[activator]	·
COc1cc2cc(C(=O)N3CCC(Cc4ccccc4)CC3)[nH]c2cc1OC	4	12	18%	-10%	-21%	4%
O=c1c(CN2CCN(c3ccccn3)CC2)coc2ccccc12	87*	66*	7%	55%[activator]	34%[activator]	-22%
COc1ccc(OC)c(N(CC(=O)NCCSCc2ccc(C)cc2)S(C)(=O)=O)c1	·	-2	-19%	-22%	-9%	12%
OCCNCc1cc(Br)ccc1OCc1ccc(Cl)cc1	-15	-1	?	?	?	-14%
Cc1nn(-c2nc3ccccc3[nH]2)c(=O)c2ccccc12	-21	-7	14%	-43%	-56%	-5%
CCc1ccc(C(C(=O)NC(C)(C)CC)N(Cc2ccco2)C(=O)Cn2nnc3ccccc32)cc1 (stereo unspecified)	16	-1	?	16%	12µM*	4%
CC1=NN(c2ccccc2)C(=O)C1C=Nc1ccccc1O (stereo unspecified)	27*	14	?	?	5.2µM*	0%
COC(=O)c1c(C)n(-c2ccccc2)c2ccc(O)cc12	-16	-3	?	·	?	?
O=C(NCCN1CCCCC1)/C(=C/c1ccco1)NC(=O)c1ccccc1	14	-5	-8%	6.6µM*	2%	-13%
CCc1noc(C)c1C(=O)OCC(=O)N(CCOC)c1c(N)n(Cc2ccccc2)c(=O)[nH]c1=O	·	·	4%	-7%	-8%	·
O=C(CCn1c(=O)[nH]c2ccsc2c1=O)N1CCN(Cc2ccc3c(c2)OCO3)CC1	-13	-2	-2%	-27%	1%	9%
COc1cccc(NC(=O)COC(=O)C2CCN(S(=O)(=O)c3cccs3)CC2)c1	16	-1	0%	-11%	32%	2%
C/C(=N\OCC(=O)N/N=C/c1ccccc1O)c1cccs1	-1	-2	?	·	-15%	?
COc1ccc(/C=N/NC(=O)c2[nH]c3ccc(Br)cc3c2-c2ccccc2)cc1	-8	-4	-59%	-4%	20%	5%
CS(=O)(=O)c1ccccc1C(=O)Nc1cc(Cl)ccc1-n1cncn1	·	·	17%	30%	35%[activator]	·
COC(=O)c1cccc(N(CC(=O)NC2CCCC2)C(=O)CCC(=O)Nc2cc(C)on2)c1	6	3	20%	20%	-22%	4%
COc1cc2[nH]c(=O)n(CCCC(=O)N3CC=C(c4ccccc4)CC3)c(=O)c2cc1OC	-3	-3	-16%&-18%	-35%	?	-27%
COc1ccccc1-n1cnnc1SCC(=O)NCc1cccs1	32	13	-9%	·	15%	-3%
CCOc1ccc(C(c2c(NC(=O)c3ccccc3)sc(C)c2C)N2CCN(CCO)CC2)cc1 (stereo unspecified)	20	16*	?	5.2µM*	?	3%
Cc1cc(C)c(NC(=O)CSc2nccn2C)c(C)c1	20	3	9%	0.074µM*	15%	7%
CC1=CCC(C(=O)N/N=C/c2cccs2)C(c2ccc(F)cc2)C1 (stereo unspecified)	13	8	-28%	?	?	0%
CN(CC(=O)O)c1ccc(S(=O)(=O)N2CCOCC2)cc1[N+](=O)[O-]	-11	-2	10%	95%[activator]	2.6µM*	1%
Clc1ccc(OCCCCN2CCCCC2)cc1	-14	-1	?	9%	-5%	?
Fc1ccc(-n2[nH]nnc2=S)cc1N1CCCC1	13	12	22%	42%[activator]	30%	14%
CC1CCN(C(=O)CC#N)CC1	12	-2	5%	19%	1%	5%
Fc1ccc(-c2cc3nc(-c4ccccc4)cc(N4CCOCC4)n3n2)cc1	-14	-8	?	65%[activator]	·	-1%
O=C(Nc1cc(=O)[nH]c2ncnn12)c1ccccc1	22	-2	24%	21%	19%	-15%
CCc1ccc(NC(=O)NNC(=O)c2ccc3ccccc3c2O)cc1	-9	-4	6%	-14%	-7%	10%
O=C(c1ccco1)N1CCN(C2CC(=O)N(c3ccc(C(F)(F)F)cc3)C2=O)CC1 (stereo unspecified)	-9	-4	27%	-5%	-5%	·
Cc1cccc(/C=N/n2c(-c3ccccn3)n[nH]c2=S)c1	47*	35*	-1%	-19%	17%	-17%
c1ccc(-c2csc(NC3CCCCC3)n2)cc1	148*	56*	-8%	-62%	6%	0%
COc1ccc(-n2c(-c3ccc(Br)cc3)c[n+]3c2CCCCC3)cc1	6	-1	10%	0.59µM*	1µM*	12%
CCCCN(C(=O)CSc1nnnn1C)C1CCS(=O)(=O)C1 (stereo unspecified)	·	·	4%	20%	5%	·
COc1ccccc1NS(=O)(=O)c1ccc(NC(=O)c2ccncc2)cc1	-6	3	?	0%	-27%	3%
CC(C)[C@H](N)c1nnc(SCc2ccc(Cl)cc2)o1	-12	-4	6%	?	7%	-4%
O=S(=O)(c1cccs1)N1CCN(c2ncccn2)CC1	10	-1	11%	-7%	-16%	7%
Cc1ccccc1-n1nc(-c2ccc(N)cc2)cc1N	4	7	-13%	3%	?	?
O=C(CCN1CCCC1)Nc1cccc(Br)c1	-8	-4	?	·	-1%	-4%
O=C(CSc1nnc(NC(=O)c2c(F)cccc2F)s1)NCc1ccc(F)cc1	·	·	-3%[8.37 µM]	12%	6%	·
Cc1ccc(/C=C/C(=O)O)cc1S(=O)(=O)N1CCc2ccccc2C1	-13	-5	15%	13%	-32%[1.15 µM]	19%
O=C(CC1SC(N2CCCCC2)=NC1=O)Nc1cccc(C(=O)NCc2ccc(F)cc2)c1 (stereo unspecified)	·	·	22%	?	-15%	·
COc1ccc(-c2nnc(SCc3cc(C)ccc3C)n2N)cc1	-11	-2	-15%	1%	-17%	-5%
OCC[C@@H]1C[C@H](O)[C@@H](O)[C@]2(Cc3ccccc3O2)O1	-13	-2	20%	?	31%[activator]	9%
Cc1ccc(NC(=O)CN2CCCC2)cc1Br	6	7	-22%	?	22%	?
Cc1ccc(OCC(=O)N2CCN(S(=O)(=O)c3ccc(Cl)s3)CC2)cc1C	·	·	?	9.3µM*	?	·
CSc1ccccc1OCc1cc(C(=O)N(Cc2nccn2C)C(C)C)no1	37	29*	-3%	7%	1%	·

(continued)
Compound	Shiga toxin inh	CHX counter	HCV inh	Pf growth 96h	Pf growth 48h	FBPA Giardia inh
CCn1c(SCc2ccc(C(=O)Nc3cc(C)cc(C)c3)cc2)nnc1-c1ccncc1	2	-1	11µM*	-3%	?	-1%
C=CCNC(=O)c1ccccc1NC(=O)c1ccccc1	-15	3	?	·	2%	1%
CC(C)(C)NC(=O)COC(=O)c1cc(Br)ccc1Cl	10	8	5%	31%[activator]	5%	2%
COCCn1nnnc1C(c1ccccc1OC)N1CCN(c2ccccc2)CC1 (stereo unspecified)	9	-1	2%	-65%	?	1%
COc1ccc(N/N=C(/N=Nc2nc(C)cc(=O)[nH]2)c2ccccc2)cc1	91*	62*	4.5µM*	·	1.7µM*	-20%
CCc1sc2nc(SCC(=O)Nc3cc(C)on3)n(-c3cccc(OC)c3)c(=O)c2c1C	-8	-1	?	1%	?	1%
C/C(=N\NC(=O)C(c1ccccc1)c1ccccc1)c1ccccn1	-1	-3	11µM*	2.3µM*	2.3µM*	22%
O=C(CSC1=Nc2ccccc2C2=NC(CC(=O)NCc3ccco3)C(=O)N12)NCc1ccco1 (stereo unspecified)	-4	7	3%	1.9µM*	·	-22%
Clc1ccc2c(c1)c1cc(Cl)ccc1n2CN1CCOCC1	9	-2	22µM*	?	?	4%
O=C(COC(=O)Cc1c(Cl)cccc1Cl)NCC1CCCO1 (stereo unspecified)	-4	11	17%	45%[1.15 µM]	36%[1.15 µM]	3%
O=C(COc1ccccc1)Nc1ccc(S(=O)(=O)N2CCCCCC2)cc1	2	1	-2%	?	·	1%
O=C(COC(=O)CC1CCCC1)Nc1ccc(OC(F)F)cc1	3	2	20%	36%[activator]	?	-6%
CC(C)(C)n1ncc2c(=O)n(CC(=O)N3CCCCCC3)cnc21	2	14	24%	-20%	24%	-2%
Cc1ccc(NC(=S)Nc2ccc(Cl)c(Cl)c2)c(OC(F)F)c1	-9	-1	?	4.1µM*	?	-11%
C=CCn1c(-c2cccn(Cc3cccc(Cl)c3)c2=O)n[nH]c1=S	-13	-3	-23%	15%	14%	-15%
COc1ccc(-c2cn3cccnc3n2)cc1	50*	24*	-1%	-27%[5.75 µM]	68%[activator]	0%
CCOc1cc(/C=N/NC(=O)Nc2ccccc2)ccc1O	72*	37*	?	-29%	48%[activator]	1%
CCO[C@H]1OC(C(=O)N2CCN(Cc3ccc4c(c3)OCO4)CC2)=C[C@@H](c2ccc(C(F)(F)F)cc2)[C@@H]1CCCO	-25	-3	?	1.5µM*	?	-7%
O=C(CSc1nnc(-c2ccco2)n1-c1ccccc1)NCc1ccc2c(c1)OCO2	-6	-2	2%	205%[activator]	-19%	2%
Cn1c(SCC(=O)NCCc2ccccc2)nnc1-c1ccncc1	2	-3	8%	-16%	13%	1%
Cc1nnc(NC(=O)c2nc(S(=O)(=O)Cc3ccccc3)ncc2Cl)s1	86*	63*	10µM*	-10%	1%	·
COc1ccc(OC)c(S(=O)(=O)NCCC2=CCCCC2)c1	17	8	19%	3%	-20%	-1%
O=C(CCCSc1nc(-c2ccco2)cc(C(F)(F)F)n1)Nc1ccc2c(c1)OCO2	19	23	4µM*	?	?	?
CC(C)(Oc1ccc(Cl)cc1)C(=O)OCC(=O)N1CCN(c2ccccc2)CC1	·	·	12%	17%	11%	·

Part of the list above with just Pf growth 96h, HCV inh and CHX counter.
Structure | Pf growth 96h | HCV inh | CHX counter
CCOc1cc(/C=N/NC(=O)Nc2ccccc2)ccc1O | -29% | ? | 37*
COc1ccc(OC)c(S(=O)(=O)NCCC2=CCCCC2)c1 | 3% | 19% | 8
O=C(COc1ccccc1)Nc1ccc(S(=O)(=O)N2CCCCCC2)cc1 | ? | -2% | 1
Cn1c(SCC(=O)NCCc2ccccc2)nnc1-c1ccncc1 | -16% | 8% | -3
